Screens deposited in PubChem by The Scripps Research Institute Molecular Screening Center.
PME-1 Maybr inh: PME-1 (human) inhibition, Maybridge primary screen; Q9Y570; recombinant PME-1, FP-Rh probe fluorescence polarization; inhibition, % at 9 µM; hit rate 0.5% among 16,000; in the data active means inhibition above about 30%
NOTCH ag: NOTCH pathway agonism. NOTCH signaling luciferase reporter cells, luminescence. hit rate 0.4% among 15,000. activation, % at 2.5 µM; in the data active means activation above about 2.2%
Nox1 inh: inhibitors of human NADPH oxidase 1 (Nox1) | Q9Y5S8 | HT29 cells, luminol chemiluminescence ROS | inhibition, % at 6.7 µM | hit rate 0.81% among 16,000
Luminol counter: quenches luminol chemiluminescence in Nox1 counter-screen; hit rate 0.4% among 16,000; inhibition, % at 6.7 µM; HRP/luminol/H2O2 chemiluminescence counterscreen; AID 1823; further: reference of the scale not given here
KOR antag MB: antagonists of human kappa opioid receptor OPRK1, Maybridge library | P41145 | OPRK1 cells, antagonist mode, fluorescence readout | inhibition, % at 9 µM | hit rate 0.4% among 16,000 | AID 652031; in the data active means inhibition above about 50%
rat GALR2 agon: activates the rat galanin receptor 2. cell-based GALR2 agonist screen. activation, % at 10 µM. hit rate 0.5% among 16,000. AID 833; in the data active means activation above about 15%
S1P1 ag: S1P1 (human) receptor agonism; activation, % at 4.5 µM; P21453; hit rate 1.5% among 16,000; S1P1 agonist cell-based reporter assay; AID 1044; in the data active means activation above about 80%
TLR4-MyD88 inh: blocks binding of human TLR4 to MyD88; O00206; Cell-based TLR4-MyD88 binding inhibition assay; inhibition, % at 10 µM; hit rate 0.06% among 16,000; AID 811; in the data active means inhibition above about 45%
An asterisk follows results filed as active; x = no result given. Unless noted, no stated cut-off is given here; in the data, active means inhibition above about 75%; inactive means the rest. The list is partial; count on the stated rates, not on these rows.

SMILES	PME-1 Maybr inh	NOTCH ag	Nox1 inh	Luminol counter	KOR antag MB	rat GALR2 agon	S1P1 ag	TLR4-MyD88 inh
Cc1c(NC(=O)c2cccnc2)c(=O)n(-c2ccccc2)n1C	2.9	0.1	-99.5	-1.0	-4.0	-2.2	3.6	6.4
O=C(NCCc1c[nH]c2ccccc12)c1cccnc1	3.0	-0.1	-23.9	-0.2	-41.6	-4.5	-8.3	x
